Screening data from PubChem BioAssay.
PRC2 inh – inhibitors of human EZH2/PRC2 methyltransferase. AID 651548. Q15910. PRC2 H3K27 methylation, DELFIA TRF, 1 h. inhibition, % at 12.5 µM. 0.35% of 57,000 active;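 active means mean inhibition of replicates at least 50% and every single replicate also reaching 50%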;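 further: dimethyl H3K27 on biotinylated H3 21-44 peptide detected by antibody; plate controls were median neutral control wells for no effect and median positive control wells for full effect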
Target sequence (Q15910 whole entry, looked up): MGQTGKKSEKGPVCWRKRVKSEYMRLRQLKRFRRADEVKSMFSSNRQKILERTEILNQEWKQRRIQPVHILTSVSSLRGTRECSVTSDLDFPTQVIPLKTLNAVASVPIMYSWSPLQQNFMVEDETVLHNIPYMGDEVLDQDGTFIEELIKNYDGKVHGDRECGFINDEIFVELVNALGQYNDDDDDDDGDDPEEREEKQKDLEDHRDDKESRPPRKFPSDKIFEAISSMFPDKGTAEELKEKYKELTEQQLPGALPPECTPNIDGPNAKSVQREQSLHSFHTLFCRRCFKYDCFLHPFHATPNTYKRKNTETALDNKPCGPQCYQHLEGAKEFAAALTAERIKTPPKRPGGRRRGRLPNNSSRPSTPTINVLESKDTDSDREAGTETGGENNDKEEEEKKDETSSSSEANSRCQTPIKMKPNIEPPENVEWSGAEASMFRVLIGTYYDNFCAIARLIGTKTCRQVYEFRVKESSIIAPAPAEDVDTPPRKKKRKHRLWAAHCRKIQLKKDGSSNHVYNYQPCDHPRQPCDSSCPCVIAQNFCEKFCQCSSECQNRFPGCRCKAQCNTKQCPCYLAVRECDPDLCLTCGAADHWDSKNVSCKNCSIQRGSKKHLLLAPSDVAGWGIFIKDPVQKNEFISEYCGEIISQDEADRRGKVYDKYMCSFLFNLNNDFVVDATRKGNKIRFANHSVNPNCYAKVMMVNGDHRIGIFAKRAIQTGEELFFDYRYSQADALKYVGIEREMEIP
IDH1 mut inh – IDH1 R132H (human) inhibition; IDH1 R132H reductase, diaphorase/resazurin fluorescence, 60 min; AID 624101; inhibition, % at 10 µM; O75874; 0.18% of 70,000 active; in the data active means inhibition above about 34%;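 further: 0% = DMSO and 100% = no enzyme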
* hit, by the source's call; & = joins results of further samples. These rows are one share of the data, so the mix of outcomes need not match the whole.

How did C[C@H]1CN([C@@H](C)CO)C(=O)Cc2cc(NS(=O)(=O)c3ccccc3)ccc2O[C@H]1CN(C)C(=O)NC1CCCCC1 do in these assays?
PRC2 inh: -0.8; IDH1 mut inh: 0.2

What do the screens show for `COc1ccc(S(=O)(=O)N(C)C[C@@H]2Oc3ccc(NS(C)(=O)=O)cc3C(=O)N([C@H](C)CO)C[C@@H]2C)cc1`?
IDH1 mut inh: -2.9

How did CC(C)NC(=O)N(C)C[C@@H]1Oc2cc(C#CC3CC3)ccc2S(=O)(=O)N([C@@H](C)CO)C[C@H]1C do in these assays?
PRC2 inh: -11.7; IDH1 mut inh: 2.9

Results for CC(C)NC(=O)Nc1ccc2c(c1)C(=O)N([C@H](C)CO)C[C@@H](C)[C@@H](CN(C)S(=O)(=O)c1cccs1)OCCCC[C@@H](C)O2 ?
IDH1 mut inh: 2.6

Results for C[C@H](CO)N1C[C@H](C)[C@H](CN(C)C)Oc2ncc(C#CCN(C)C)cc2C1=O ?
PRC2 inh: -6.3&-15.8; IDH1 mut inh: -1.9

How did CO[C@@H]1CN(C)C(=O)c2cc(NS(C)(=O)=O)ccc2OC[C@@H](C)N(Cc2cncnc2)C[C@@H]1C do in these assays?
PRC2 inh: -7.6; IDH1 mut inh: 0.3

What do the screens show for `COc1ccc(S(=O)(=O)Nc2cccc3c2O[C@H](CN(C)C(=O)NC2CCCCC2)[C@H](C)CN([C@@H](C)CO)C3=O)cc1`?
IDH1 mut inh: 1.9

Results for C[C@@H]1CN([C@@H](C)CO)C(=O)c2cc(NC(=O)CCC(F)(F)F)ccc2O[C@@H](C)CCCCO[C@@H]1CN(C)C ?
PRC2 inh: -12.7; IDH1 mut inh: 3.2

Results for C[C@@H]1CN([C@H](C)CO)C(=O)c2cc(NC(=O)Nc3ccc4c(c3)OCO4)ccc2O[C@@H](C)CCCCO[C@H]1CN(C)Cc1ccncc1 ?
IDH1 mut inh: 2.4

What do the screens show for `Cc1ccc(S(=O)(=O)Nc2ccc3c(c2)C(=O)N([C@H](C)CO)C[C@H](C)[C@H](CN(C)S(=O)(=O)c2ccc(F)cc2)OCCCC[C@@H](C)O3)cc1`?
IDH1 mut inh: -0.2

Results for O=C(Cc1ccncc1)NCC[C@H]1CC[C@H](NC(=O)C2CCOCC2)[C@@H](CO)O1 ?
PRC2 inh: 3.2; IDH1 mut inh: -0.6

Results for CCC(=O)N(C)C[C@H]1Oc2ncc(-c3ccc(F)cc3)cc2C(=O)N([C@H](C)CO)C[C@H]1C ?
PRC2 inh: 13.6; IDH1 mut inh: -0.7

What do the screens show for `C[C@@H]1CN([C@H](C)CO)C(=O)c2cc(NC(=O)Nc3cccc4ccccc34)ccc2O[C@@H]1CN(C)C(=O)NC1CCCCC1`?
PRC2 inh: 4.1; IDH1 mut inh: -2.7

How did O=c1c2ccccc2[nH]c(=S)n1CCN1CCC(=C(c2ccc(F)cc2)c2ccc(F)cc2)CC1 do in these assays?
PRC2 inh: -13.7; IDH1 mut inh: 1.8

Results for O=c1c(O[C@@H]2OC[C@H](O)[C@H](O)[C@H]2O)c(-c2ccc(O)cc2)oc2cc(O)cc(O)c12 ?
PRC2 inh: 99.7*; IDH1 mut inh: -0.3

How did Cc1noc(C)c1S(=O)(=O)N(C)C[C@@H]1OCCCC[C@@H](C)Oc2ccc(NC(=O)CCCN(C)C)cc2C(=O)N([C@@H](C)CO)C[C@H]1C do in these assays?
IDH1 mut inh: 2.1

Results for C[C@H]1CN([C@@H](C)CO)C(=O)c2cccc(NC(=O)Nc3ccc4c(c3)OCO4)c2O[C@@H]1CN(C)C(=O)Nc1ccc(F)cc1 ?
IDH1 mut inh: -1.3

What do the screens show for `CC(=O)Oc1ccc(C(=O)N(C(=O)c2ccc(OC(C)=O)cc2)c2cc(C)ccn2)cc1`?
PRC2 inh: -26.6; IDH1 mut inh: -1.2

How did O=c1[nH]c(SCc2ccccc2[N+](=O)[O-])nc2ccccc12 do in these assays?
PRC2 inh: 14.5; IDH1 mut inh: -0.2

Results for Cc1noc(C)c1S(=O)(=O)Nc1ccc2c(c1)CC(=O)N([C@H](C)CO)C[C@@H](C)[C@H](CN(C)C(=O)Nc1ccc(C(F)(F)F)cc1)O2 ?
IDH1 mut inh: -0.3

Reprinted from the part before: four entries, followed by the next part.
Results for C[C@H]1CN([C@@H](C)CO)C(=O)c2cccc(NC(=O)Nc3ccc4c(c3)OCO4)c2O[C@@H]1CN(C)C(=O)Nc1ccc(F)cc1 ?
IDH1 mut inh: -1.3

What do the screens show for `CC(=O)Oc1ccc(C(=O)N(C(=O)c2ccc(OC(C)=O)cc2)c2cc(C)ccn2)cc1`?
PRC2 inh: -26.6; IDH1 mut inh: -1.2

How did O=c1[nH]c(SCc2ccccc2[N+](=O)[O-])nc2ccccc12 do in these assays?
PRC2 inh: 14.5; IDH1 mut inh: -0.2

Results for Cc1noc(C)c1S(=O)(=O)Nc1ccc2c(c1)CC(=O)N([C@H](C)CO)C[C@@H](C)[C@H](CN(C)C(=O)Nc1ccc(C(F)(F)F)cc1)O2 ?
IDH1 mut inh: -0.3

What do the screens show for `COc1cc(/C=N/NC(=O)CCCCC(=O)NO)c(Br)cc1O`?
PRC2 inh: 12.8; IDH1 mut inh: -0.8

How did COc1ccccc1S(=O)(=O)N(C)C[C@H]1Oc2cc(C#CCC3CCCC3)ccc2S(=O)(=O)N([C@@H](C)CO)C[C@H]1C do in these assays?
PRC2 inh: 3.8; IDH1 mut inh: -1.6

How did CNC[C@@H]1OCCCC[C@@H](C)Oc2ccc(NS(=O)(=O)c3c(C)noc3C)cc2C(=O)N([C@H](C)CO)C[C@H]1C do in these assays?
IDH1 mut inh: 2.1

How did Cc1ccc(S(=O)(=O)N(C)C[C@@H]2OCCCC[C@@H](C)Oc3ccc(NC(=O)Nc4ccc(C(F)(F)F)cc4)cc3C(=O)N([C@H](C)CO)C[C@H]2C)cc1 do in these assays?
IDH1 mut inh: -1.2

Results for Cc1noc(C)c1NC(=O)Nc1ccc2c(c1)C(=O)N([C@@H](C)CO)C[C@H](C)[C@@H](CN(C)C(=O)Nc1ccc3c(c1)OCO3)O2 ?
IDH1 mut inh: 0.1

How did CC(=O)c1cccc(NC(=O)CN2C(=O)COc3ccc(Cl)cc32)c1 do in these assays?
PRC2 inh: -18.5; IDH1 mut inh: 0.1

Results for CO[C@@H]1CN(C)C(=O)c2ccc(NC(=O)C3CCC3)cc2OC[C@@H](C)N(Cc2ccccn2)C[C@@H]1C ?
PRC2 inh: 8.8; IDH1 mut inh: 0.2

Results for COc1ccc(S(=O)(=O)N(C)C[C@H]2OCCCC[C@H](C)Oc3ccc(NC(=O)c4ccccc4)cc3C(=O)N([C@H](C)CO)C[C@@H]2C)cc1 ?
IDH1 mut inh: -0.3

What do the screens show for `CNC[C@H]1Oc2ccc(NC(=O)CCC(F)(F)F)cc2C(=O)N([C@@H](C)CO)C[C@@H]1C`?
PRC2 inh: 7.1; IDH1 mut inh: -0.8

How did CS(=O)(=O)Nc1ccc2c(c1)[C@H]1C[C@@H](CC(=O)NCCc3ccccc3)O[C@@H](CO)[C@H]1O2 do in these assays?
PRC2 inh: -4.3; IDH1 mut inh: -0.3

What do the screens show for `CO[C@H]1CN(C)C(=O)c2cc(NC(=O)Nc3cccc(F)c3)ccc2OC[C@H](C)NC[C@@H]1C`?
PRC2 inh: 10.0; IDH1 mut inh: -0.3

How did Cc1noc(C)c1NC(=O)N(C)C[C@@H]1OCCCC[C@H](C)Oc2ccc(NS(=O)(=O)c3cn(C)cn3)cc2C(=O)N([C@@H](C)CO)C[C@@H]1C do in these assays?
IDH1 mut inh: 2.5

What do the screens show for `C[C@@H]1CCCCO[C@@H](CN(C)Cc2ccc(C(F)(F)F)cc2)[C@@H](C)CN([C@@H](C)CO)C(=O)c2cc(NS(=O)(=O)c3cccs3)ccc2O1`?
IDH1 mut inh: -5.4

What do the screens show for `COc1cc(C(C)=O)cc(OC)c1O`?
PRC2 inh: 3.3; IDH1 mut inh: -8.0

What do the screens show for `C[C@@H]1CN([C@@H](C)CO)S(=O)(=O)c2ccc(C3=CCCCC3)cc2O[C@@H]1CN(C)C(=O)CC1CC1`?
PRC2 inh: 11.5

What do the screens show for `CCCNC(=O)N[C@H]1CC[C@H](CC(=O)NCCc2ccccc2)O[C@H]1CO`?
PRC2 inh: -1.8; IDH1 mut inh: -0.1

What do the screens show for `C[C@@H]1CN([C@@H](C)CO)C(=O)c2cc(Br)cnc2O[C@H]1CN(C)C(=O)c1ccccc1F`?
PRC2 inh: -9.7&-6.8; IDH1 mut inh: 0.0

What do the screens show for `CNC[C@H]1Oc2ccc(NC(=O)Nc3cccc4ccccc34)cc2CC(=O)N([C@H](C)CO)C[C@H]1C`?
PRC2 inh: 4.8; IDH1 mut inh: -1.8

How did C[C@H]1CN([C@@H](C)CO)C(=O)c2cc(C#Cc3ccccc3F)cnc2O[C@H]1CN(C)S(C)(=O)=O do in these assays?
IDH1 mut inh: -0.1

How did C[C@@H]1CN([C@@H](C)CO)C(=O)c2cc(C#CCN(C)C)cnc2O[C@H]1CN(C)S(=O)(=O)c1cn(C)cn1 do in these assays?
PRC2 inh: 1.8; IDH1 mut inh: -5.4

How did C[C@@H]1CN([C@@H](C)CO)C(=O)CCCn2nncc2CO[C@H]1CN(C)S(=O)(=O)c1cccc(F)c1 do in these assays?
PRC2 inh: -12.0

What do the screens show for `CCC(=O)Nc1ccc2c(c1)OC[C@@H](C)N(CC1CCOCC1)C[C@H](C)[C@H](OC)CN(C)C2=O`?
PRC2 inh: 3.3; IDH1 mut inh: -0.1

How did C[C@@H]1CCCCO[C@H](CN(C)S(C)(=O)=O)[C@H](C)CN([C@@H](C)CO)C(=O)c2cc(NS(=O)(=O)c3ccc(Cl)cc3)ccc2O1 do in these assays?
IDH1 mut inh: 3.6

What do the screens show for `COc1cccc(S(=O)(=O)N(C)C[C@@H]2Oc3ncc(C#CCC(C)C)cc3C(=O)N([C@@H](C)CO)C[C@@H]2C)c1`?
IDH1 mut inh: -1.5

How did CCCC(=O)Nc1ccc2c(c1)C(=O)N(C)C[C@@H](OC)[C@@H](C)CN(CCC(F)(F)F)[C@@H](C)CO2 do in these assays?
PRC2 inh: -4.2; IDH1 mut inh: 8.7

How did C[C@H](CO)N1C[C@H](C)[C@H](CN(C)Cc2ccc3c(c2)OCO3)Oc2c(NS(=O)(=O)c3ccc(F)cc3)cccc2C1=O do in these assays?
PRC2 inh: 4.2

What do the screens show for `C[C@H]1CN([C@@H](C)CO)C(=O)Cc2cc(NC(=O)CCCCCC(=O)Nc3ccccc3N)ccc2O[C@H]1CN(C)Cc1ccccc1`?
PRC2 inh: -19.6; IDH1 mut inh: 0.7

What do the screens show for `C[C@@H]1CN([C@H](C)CO)C(=O)c2cc(NS(=O)(=O)c3cn(C)cn3)ccc2O[C@H]1CN(C)Cc1ccccc1`?
PRC2 inh: 4.1; IDH1 mut inh: 1.1

Results for COc1ccccc1C#Cc1ccc2c(c1)O[C@@H](CN(C)C)[C@H](C)CN([C@@H](C)CO)S2(=O)=O ?
PRC2 inh: -3.2; IDH1 mut inh: -5.5

What do the screens show for `CN(C)CCCNC(=O)C[C@H]1C=C[C@H](NS(=O)(=O)c2ccc(F)cc2)[C@H](CO)O1`?
PRC2 inh: 5.2; IDH1 mut inh: 0.6

What do the screens show for `CC(C)NC(=O)Nc1ccc2c(c1)C(=O)N([C@@H](C)CO)C[C@@H](C)[C@H](CN(C)S(=O)(=O)c1ccc(Cl)cc1)OCCCC[C@@H](C)O2`?
IDH1 mut inh: 0.6

What do the screens show for `Cc1cc(C)c2nc(-c3cccnc3)cc(C(=O)Nc3c(C)nn(Cc4ccccc4C)c3C)c2c1`?
PRC2 inh: -4.1; IDH1 mut inh: -0.3

How did C[C@@H]1CN([C@@H](C)CO)C(=O)c2cccc(NC(=O)C3CCOCC3)c2O[C@@H]1CN(C)S(=O)(=O)c1ccc(F)cc1 do in these assays?
PRC2 inh: -0.3; IDH1 mut inh: 0.3

Results for C[C@H]1CN([C@@H](C)CO)S(=O)(=O)c2ccc(C#Cc3ccncc3)cc2O[C@@H]1CN(C)C(=O)C1CCOCC1 ?
PRC2 inh: -3.8; IDH1 mut inh: 0.5

How did C[C@@H]1CN([C@H](C)CO)C(=O)c2cc(NC(=O)C3CCCCC3)ccc2O[C@H]1CN(C)S(C)(=O)=O do in these assays?
PRC2 inh: 4.4; IDH1 mut inh: 2.5

How did C[C@H](CO)N1C[C@H](C)[C@@H](CN(C)Cc2cccc(C(F)(F)F)c2)OCc2cnnn2CCCC1=O do in these assays?
PRC2 inh: 1.6; IDH1 mut inh: -0.7

What do the screens show for `COc1cccc(-c2cccc(-c3nc(C(=O)NCC(F)(F)F)cc4c3[C@@H](CCO)N([S@](=O)C(C)(C)C)C4)c2)c1`?
PRC2 inh: 0.3; IDH1 mut inh: 0.7

What do the screens show for `CN1CCN(C(=O)C[C@H]2C[C@H]3c4cc(NC(=O)CC5CC5)ccc4O[C@H]3[C@H](CO)O2)CC1`?
PRC2 inh: 0.0; IDH1 mut inh: 0.6

What do the screens show for `C[C@H](O)C#Cc1ccc2c(c1)O[C@@H](CN(C)Cc1ccncc1)[C@H](C)CN([C@H](C)CO)S2(=O)=O`?
PRC2 inh: 4.6; IDH1 mut inh: 1.3

Results for Cc1noc(C)c1NC(=O)Nc1ccc2c(c1)C(=O)N([C@@H](C)CO)C[C@H](C)[C@@H](CN(C)C(=O)Nc1c(C)noc1C)O2 ?
IDH1 mut inh: 1.7

How did Cc1noc(C)c1S(=O)(=O)Nc1ccc2c(c1)C(=O)N([C@H](C)CO)C[C@H](C)[C@H](CN(C)CC1CCCCC1)OCCCC[C@@H](C)O2 do in these assays?
IDH1 mut inh: 2.9

No new results follow: entries from further up.
How did C[C@@H]1CN([C@@H](C)CO)C(=O)CCCn2nncc2CO[C@H]1CN(C)S(=O)(=O)c1cccc(F)c1 do in these assays?
PRC2 inh: -12.0

What do the screens show for `CCC(=O)Nc1ccc2c(c1)OC[C@@H](C)N(CC1CCOCC1)C[C@H](C)[C@H](OC)CN(C)C2=O`?
PRC2 inh: 3.3; IDH1 mut inh: -0.1
